Screening data: PubChem BioAssay, Vanderbilt High Throughput Screening Facility
GluA2 TARP mod: modulators of AMPA receptor GluA2-stargazin complexes; O88602+P19491; 40,000 compounds, 3.5% hits; calls only at 30 µM; HEK293 GluA2+stargazin, membrane potential dye (FDSS), glutamate EC50; hits were called plate by plate, in both directions;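 active = any of four per-well response measures lying three or more SD from its plate-wide compound average, in either direction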
GluA2 TARP mod agonism max-min: also measured in GluA2 TARP mod; calls as there; compound max-min signal; compound-alone response (agonism);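 unitless range of fluorescence divided by baseline over first 100 seconds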
GluA2 TARP mod glutamate slope: second read-out of GluA2 TARP mod, no call of its own (marks repeat the call); glutamate slope, % of max; measured here: glutamate response slope, % max;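 scaled per plate between vehicle wells and maximal 1 mM glutamate control wells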
* hit, by the source's call; i = inactive; + = active, no number; & = joins results of further samples. A portion of the library. The share of hits here may be higher or lower than overall.

Every second line gives: GluA2 TARP mod	GluA2 TARP mod agonism max-min	GluA2 TARP mod glutamate slope
> O=C(O)/C=C1/SC(=O)N(c2ccc(F)cc2)C1=O
→ i	0.0895	64.1
> CCCc1cc(=O)n(CC(=O)Nc2cccc(C)c2C)cn1
→ i	0.0702	61.1
> COc1ccc(NC(=O)CCc2c(C)nn(-c3nc(C)c(C)c(=O)[nH]3)c2C)cc1OC
→ i	0.128	49.8
> COc1cc(C)c(S(=O)(=O)N2CCN(CCO)CC2)cc1C
→ i	0.0621	50.0
> Cc1ccc(S(=O)(=O)N2CCC(C(=O)Nc3nc4c(F)cccc4s3)CC2)cc1
→ i	0.0863	48.8
> N#Cc1cccc(C(=O)NCC(O)c2ccsc2)c1 (configuration not stated)
→ i	0.0941	69.5
> Cn1ccnc1N1CCN(C(=O)c2cccc(Br)c2)CC1
→ i	0.0774	53.5
> COC(=O)Cc1ccc(NC(=S)N2CCCC(CO)C2)cc1 (configuration not stated)
→ i	0.0455	31.3
> Cc1ccc(NC(=O)C(=O)NCc2ccc(Cl)cc2)c([N+](=O)[O-])c1
→ i	0.102	55.1
> CCOC(=O)N1CCC(NC(=O)c2ccc(NC(=O)Cn3c(C)cc(C)c(C#N)c3=O)cc2)CC1
→ i	0.0987&0.0364	41.2&104.2
> CCOC(=O)C1=C(C)Nc2ncnn2C1c1cccc(Cl)c1Cl (configuration not stated)
→ i	0.0786	40.0
> Cc1ccc2nc(N(CCN3CCOCC3)C(=O)/C=C/c3ccccc3)sc2c1
→ i	0.1	51.6
> Cc1nnsc1C(=O)N1CCC(CNC(=O)c2cccc(Cl)c2)CC1
→ i	0.0344	29.5
> CC(C(=O)Nc1ccc(F)c(Cl)c1)N1C(=O)c2ccccc2S1(=O)=O (configuration not stated)
→ i	0.0699	58.9
> O=C(NCCc1cn2c(n1)SCC2)C(=O)Nc1ccc(F)cc1
→ i	0.0439	49.1
> COCCNC(=O)Cc1ccc(NC(=O)c2ccc(OC)c(OC)c2OC)cc1
→ i	0.0868	47.2
> CCOc1ccc(-c2ccc(=O)n(CC#N)n2)cc1
→ i	0.139	99.6
> O=C(COc1ccccc1)NCC1CCN(c2ncccn2)CC1
→ i	0.0864	61.1
> CN1CC(c2nc3ccccc3n2Cc2ccc(C(C)(C)C)cc2)CC1=O (configuration not stated)
→ i	0.103	66.8
> O=C(c1ccc(F)cc1Cl)N1CCC2(CC1)NC(=O)N(Cc1ccc(F)cc1)C2=O
→ i	0.0937	27.3
> CCN(C(=O)Cn1cnc2c(-c3ccccc3)csc2c1=O)c1ccccc1
→ +	0.101*	3.5*
> CCS(=O)(=O)N1CCCc2ccc(NS(=O)(=O)c3ccc(OC)c(F)c3)cc21
→ i	0.109	69.6
> COc1cc(C)c(Cl)cc1S(=O)(=O)NCc1ccccn1
→ i	0.0783	52.9
> Cc1cnc2c(c1SCCc1ccccc1)c(=O)n(C)c(=O)n2C
→ i	0.0263	60.7
> Cc1cccc(NC(=O)Cn2c(=O)n(Cc3cccs3)c(=O)c3ncccc32)c1
→ i	0.0628	55.3
> Cc1cccc(CSC2=NCCN2S(=O)(=O)c2ccc(Br)cc2)c1
→ i	0.0654	55.5
> CC(=O)Nc1cccc(NC(=O)c2ccc(=O)[nH]n2)c1
→ i	0.0999	59.2
> O=C(CCC1CCCCC1)N1CCN(c2ncnc3c2nnn3-c2ccccc2)CC1
→ i	0.0237	46.1
> Cc1nn(C(=O)c2cccs2)c(C)c1Br
→ i	0.045	25.4
> COc1ccc(OC)c(S(=O)(=O)Nc2cccc(-c3ccc(=O)n(C)n3)c2)c1
→ i	0.0563	51.6
> Cc1ccnc(NS(=O)(=O)N2CCCCCC2)c1
→ i	0.0724	61.2
> Cn1c(=O)c2c(nc(N3CCCCC3)n2CC(O)c2ccccc2)n(C)c1=O (configuration not stated)
→ i	0.111	48.6
> CCc1ccc(N2CC(C)Cn3c2nc2c3c(=O)n(CC(=O)O)c(=O)n2C)cc1 (configuration not stated)
→ i	0.112	51.5
> COc1ccc(C)cc1NC(=O)CCc1c(C)nn(-c2nc(C)cc(=O)[nH]2)c1C
→ i	0.126	60.9
> O=C(c1c(F)cccc1F)N1CCN(C(=O)C2CC2c2cccs2)CC1 (configuration not stated)
→ i	0.0706	54.0
> CCOC(=O)N1CCN(C(=O)c2snc(C(=O)NC(C)C)c2N)CC1
→ i	0.0956	61.6
> COc1ccc(NC(=O)Cn2cnc3c(sc4ncccc43)c2=O)cc1Cl
→ i	0.095	52.0
> COC(=O)CN1CCN(c2nc3c(c(=O)[nH]c(=O)n3C)n2Cc2cccc(C)c2)CC1
→ i	0.0952	4.7
> CN(C)S(=O)(=O)c1ccc(C(=O)N2CCN(Cc3nc4ccccc4[nH]3)CC2)cc1
→ i	0.0863	58.2
> O=C(/C=C/c1ccsc1)NCCC(O)c1cccs1 (configuration not stated)
→ i	0.0934	68.1
> Nc1nc(SCC(=O)N2CCN(c3ccc(F)cc3)CC2)ncc1S(=O)(=O)c1cccs1
→ i	0.141	60.7
> COc1ccc(OC)c(S(=O)(=O)NCCCn2nc(-c3ccccc3)ccc2=O)c1
→ i	0.0774	64.7
> COc1ccc(Br)cc1S(=O)(=O)N1CCCCC1C (configuration not stated)
→ i	0.0666	64.1
> COc1ccc(-c2cc3c(=O)[nH]nc(SCc4nc(-c5ccc(C)cc5)oc4C)n3n2)cc1OC
→ i	0.0676	66.9
> COc1ccc(Br)c(C(=O)Nc2ccc3c(c2)N(C(=O)c2cccs2)CC3)c1
→ i	0.105	49.7
> O=c1ccc(-c2ccco2)nn1Cc1cccc([N+](=O)[O-])c1
→ i	0.0819	53.5
> COc1ccccc1OCC(=O)Nc1cc(C)nn1C1CCS(=O)(=O)C1 (configuration not stated)
→ i	0.0544	49.6
> Cn1nc2c(c1NC(=O)C1CCCN(S(=O)(=O)c3ccc(F)cc3)C1)CCC2 (configuration not stated)
→ i	0.094	60.4
> CNC(=O)Cc1ccc(NC(=O)c2ccc(Cl)c(Cl)c2)cc1
→ i	0.127	45.5
> CC(=O)N1CCc2c(sc(NC(=O)c3ccc(Cl)cc3)c2-c2nc3ccccc3s2)C1
→ i	0.0455	26.9
> COc1cc(C(=O)Nc2nnc(CCS(=O)(=O)c3ccccc3)o2)cc(OC)c1OC
→ i	0.095	49.9
> COC(=O)CC(=O)CSc1nc2cc(C(=O)NCC(C)C)ccc2c(=O)n1CCc1ccccc1
→ i	0.0764	60.6
> O=C(CCc1csc(NC(=O)c2ccco2)n1)NCc1nc2ccccc2[nH]1
→ i	0.128	57.9
> O=C1CCc2cc(S(=O)(=O)NCCC3=CCCCC3)cc3c2N1CCC3
→ i	0.0818	65.2
> CCCCN=C1SC(CC(N)=O)C(=O)N1CCCC (configuration not stated)
→ i	0.102	60.9
> CCCC(C)c1nc(C(N)=O)c2[nH]c(=O)n(-c3ccc(OC)c(OC)c3)c2n1 (configuration not stated)
→ i	0.0491	57.1
> NS(=O)(=O)c1ccc(NS(=O)(=O)c2ccc(NC(=O)Nc3ccccc3)cc2)cc1
→ i	0.0387	46.9
> O=C(CSc1ncccc1C(=O)O)c1ccc(F)cc1
→ i	0.0535	54.0
> O=C1C2N=NN(Cc3c(F)cccc3Cl)C2C(=O)N1c1ccc(Cl)cc1 (configuration not stated)
→ i	0.0967	55.8
> O=C(Cn1c(-c2cnccn2)nc2ccccc21)N1CCN(c2ccccc2F)CC1
→ i	0.099	53.7

Additional results.
Every second line gives: GluA2 TARP mod	GluA2 TARP mod agonism max-min	GluA2 TARP mod glutamate slope
> CCOCC(=O)NCC1CCN(Cc2ccccc2SC)CC1
→ i	0.0315	37.4
> O=C(NCC1CCN(C(=O)Nc2ccc(F)cc2)CC1)c1ccccn1
→ i	0.0438	56.5
> CCc1ccc(S(=O)(=O)Nc2c(C)cc(C)cc2C)cc1
→ i	0.0998	52.3
> CCCNC(=O)C(=O)Nc1ccc2c(c1)OCO2
→ i	0.0539	48.4
> CSc1ccc2nc(NC(=O)c3cc(C)no3)sc2c1
→ i	0.114	45.8
> Cn1cccc1C(CNS(=O)(=O)c1ccc(Cl)s1)N1CCOCC1 (configuration not stated)
→ i	0.102	58.0
> CCOC(=O)N1CCN(C(=O)CCc2csc(NC(=O)c3ccc[nH]c3=O)n2)CC1
→ i	0.163	57.3
> O=C(NCCCn1nc(-c2ccc(F)cc2)ccc1=O)c1ccccc1Cl
→ i	0.0906	60.4
> COc1ccccc1CCNC(=O)Cn1nc(C(=O)Nc2ccccc2)ccc1=O
→ i	0.0247	52.7
> Cc1cc(NC(=O)CC(C)(C)C)ccc1N1CCCCC1=O
→ i	0.0936	49.6
> CCOC(=O)N1CCN(C(=O)CCN2C(=O)c3ccccc3S2(=O)=O)CC1
→ i	0.0286	35.3
> CN(C)CCCNC(=O)C(=O)Nc1ccc2c(c1)OCCO2
→ i	0.0483	58.2
> COC(=O)Cn1c(=O)c2c(nc3n(-c4ccc(OC)cc4OC)c(-c4ccccc4)cn23)n(C)c1=O
→ i	0.0554	33.7
> O=C(Cn1c(CO)nc2ccccc21)N1CCCCC1
→ i	0.0907	61.9
> CC(O)(CNC(=O)Cc1ccc(F)cc1)c1ccc2c(c1)OCO2 (configuration not stated)
→ i	0.116	42.9
> Cc1ccc(Cn2nc(C(=O)N3CCCc4cc(C)ccc43)ccc2=O)cc1
→ i	0.0702	56.4
> COc1ccc(Cl)cc1NC(=O)CC1=NS(=O)(=O)c2ccccc2N1
→ i	0.127	49.5
> COc1ccc([N+](=O)[O-])cc1COc1cc2oc(=O)c3c(c2cc1Cl)CCC3
→ i	0.0866	1.7
> COc1cccc2cc(-c3nnc(NC(=O)C4CCCCN4S(C)(=O)=O)o3)oc12 (configuration not stated)
→ i	0.137	61.3
> COC(=O)c1cccc(N2C(=O)C3C4C=CC(C4=C(c4ccccc4)c4ccccc4)C3C2=O)c1 (configuration not stated)
→ i	0.0807	35.6

Of the compounds above, three have a nitro group on carbon.
Every second line gives: GluA2 TARP mod	GluA2 TARP mod agonism max-min	GluA2 TARP mod glutamate slope
> Cc1ccc(NC(=O)C(=O)NCc2ccc(Cl)cc2)c([N+](=O)[O-])c1
→ i	0.102	55.1
> O=c1ccc(-c2ccco2)nn1Cc1cccc([N+](=O)[O-])c1
→ i	0.0819	53.5
> COc1ccc([N+](=O)[O-])cc1COc1cc2oc(=O)c3c(c2cc1Cl)CCC3
→ i	0.0866	1.7

Remaining list, next part.
Every second line gives: GluA2 TARP mod	GluA2 TARP mod agonism max-min	GluA2 TARP mod glutamate slope
> CCOc1ccc(-c2ccc(OCCNS(=O)(=O)c3cc(C)cc(C)c3)nn2)cc1
→ i	0.0401	60.5
> CCN(C(=S)NC(=O)c1ccccc1I)c1ccccc1
→ i	0.0484	50.2
> O=S(=O)(Nc1ccc(N2CCCCS2(=O)=O)cc1)c1cc(Cl)ccc1Cl
→ i	0.144	64.4
> O=C(NCCNS(=O)(=O)CCOc1ccc(F)cc1)c1ccc(NC(=O)C2CC2)cc1
→ i	0.133	51.1
> CSc1ccccc1C(=O)N1CCC(c2cccs2)CC1
→ +	0.0703*	68.6*
> CCN(CC)S(=O)(=O)CCNC(=O)c1ccc(OC)cc1
→ i	0.0822	52.9
> Cn1cccc1C(O)CNC(=O)c1ccc2c(c1)OCO2 (configuration not stated)
→ i	0.104	65.2
> CC(C(=O)Nc1ccc(F)c(F)c1F)N1C(=O)c2ccccc2S1(=O)=O (configuration not stated)
→ i	0.093	60.3
> CC(C)Sc1ccc(CC(=O)NCC2CCN(C(=O)NC(C)(C)C)CC2)cc1
→ i	0.063	35.5
> O=C(/C=C/c1ccco1)NCC1CCN(S(=O)(=O)C2CC2)CC1
→ i	0.056	45.7
> O=C(NCCOc1ccc2nnc(-c3ccccc3Cl)n2n1)NC1CCCCC1
→ i	0.0861	55.8
> Cc1ccc(S(=O)(=O)N(C)c2ccc(C(N)=O)cc2)cc1
→ i	0.101	68.9
> CC(C)c1nnc(C2CCN(C(=O)COc3ccc(Cl)cc3Cl)CC2)o1
→ i	0.11	61.3
> CCOCCn1c(=O)c2c(nc3n2CCN3c2cc(C)ccc2C)n(C)c1=O
→ i	0.0747	54.3
> COc1cccc(-n2nnc3c(N4CCN(C(=O)c5ccc(Br)o5)CC4)ncnc32)c1
→ i	0.0582	59.8
> COc1ccc(S(=O)(=O)c2cnc(SCC(=O)Nc3cc(F)ccc3F)[nH]c2=O)cc1OC
→ i	0.152	63.1
> CC(=O)Nc1ccc(NC(=O)C(=O)NCC(c2cccn2C)N(C)C)cc1 (configuration not stated)
→ i	0.0511	49.9
> Nc1nc(-c2ccccc2)nn1C(=O)Cc1ccccc1
→ i	0.0734	5.3
> CC(c1ccccc1)n1c(N2CCCCCC2)nc2c1c(=O)n(C)c(=O)n2C (configuration not stated)
→ +	0.25*	71.7*
> COC(=O)c1ccc(C(c2c(O)cc(C)[nH]c2=O)c2c(O)cc(C)[nH]c2=O)cc1
→ i	0.045	44.0
> CCSc1ccc(C(=O)Nc2ccc3ncsc3c2)cc1
→ i	0.0463	57.2
> COc1ccc(N2CCN(C(=O)c3c(F)cccc3F)CC2)nn1
→ i	0.04	51.2
> Cc1ccc(-c2nnc(NCCCO)c3ccccc23)cc1C
→ i	0.175	62.2
> CCOC(=O)CCC(=O)Nc1ccc2c(c1)N(C(=O)COC)CCC2
→ i	0.0797	59.1
> COc1cccc(-c2ccc(=O)n(CCCC(=O)Nc3cccc4nsnc34)n2)c1
→ i	0.0213	45.5
> CCOc1ccc(C2NC(=O)NC(C)=C2C(=O)Nc2ccccc2F)cc1 (configuration not stated)
→ i	0.0405	45.0
> CCOc1ccc(NC(=O)Cn2cc(OC)c(=O)cc2CSc2ccc(F)cc2)cc1
→ i	0.0787	45.4
> COc1ccc(Cl)cc1NC(=O)Nc1ccc2c(c1)CN(C(=O)C1CC1)CC2
→ i	0.135	56.9
